Bioassay records: PubChem, National Center for Advancing Translational Sciences (NCATS)
D1 antagonist = Antagonist of Human D 1 Dopamine Receptor: qHTS; HEK293 TREx D1 cells, calcium flux, dopamine EC80; hits give low values; activity change, negative = inhibition, % at 10 µM; 360,000 compounds, 3.2% hits; in the data active = activity change below about -30%; note: % is set by controls: 0 for no effect and ±100 for the full control effect
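Cells carrying a force-coupled, tetracycline-inducible human D1 receptor report calcium flux. Each well gets a 10 s baseline, compound with 180 s monitoring, then an EC80 dopamine stimulus with a second 180 s kinetic read.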
D1 potentiator = Potentiators of Human D1 Dopamine Receptor: qHTS. HEK293 TREx D1 cells, calcium flux, dopamine EC20 potentiation. potentiation, % at 10 µM. D(1A) dopamine receptor (Homo sapiens), P21728. AID 504651, 2011. 360,000 compounds, 0.036% hits; in the data active = potentiation above about 30%; note: 0% is about no effect
D1 agonist = Allosteric Agonists of the Human D1 Dopamine Receptor: qHTS | AID 504660, 2011 | 360,000 compounds, 1% hits | HEK293 T-REx D1 cells, calcium flux, agonist mode | D(1A) dopamine receptor (Homo sapiens), P21728 | activation, % at 2 µM; note: 0% is about no effect
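Inducible HEK293 T-REx D1 cells, force-coupled to calcium signalling, were plated at 4000 cells/well with tetracycline and held overnight at 30 C. After no-wash calcium dye loading, compound-evoked calcium rise over 180 s flagged agonists.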
RXFP1 antag = qHTS Assay for Antagonists of the Relaxin Receptor RXFP1. 350,000 compounds, 0.59% hits. Relaxin receptor 1 (Homo sapiens), Q9HBX9. activity change, negative = inhibition, % at 57.5 µM. HEK293-RXFP1, relaxin-stimulated cAMP HTRF, 30 min; hits give low values;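 active = activity change of -60% or lower, but not beyond a set lower limit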; note: % is set by controls: 0 for no effect and ±100 for the full control effect
D2 PAM = HTS Assay for Positive Allosteric Modulators of the Human D2 Dopamine Receptor: Primary Screen for Potentiators; HEK293 T-REx D2, calcium flux, EC20 dopamine potentiation; potentiation, % at 10 µM; 340,000 compounds, 0.34% hits; AID 485347, 2010;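 active = potentiation over 3 SD above the plate norm, cut at about 30% in these data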; note: 0% is about no effect
Target sequence (P14416 whole entry, looked up): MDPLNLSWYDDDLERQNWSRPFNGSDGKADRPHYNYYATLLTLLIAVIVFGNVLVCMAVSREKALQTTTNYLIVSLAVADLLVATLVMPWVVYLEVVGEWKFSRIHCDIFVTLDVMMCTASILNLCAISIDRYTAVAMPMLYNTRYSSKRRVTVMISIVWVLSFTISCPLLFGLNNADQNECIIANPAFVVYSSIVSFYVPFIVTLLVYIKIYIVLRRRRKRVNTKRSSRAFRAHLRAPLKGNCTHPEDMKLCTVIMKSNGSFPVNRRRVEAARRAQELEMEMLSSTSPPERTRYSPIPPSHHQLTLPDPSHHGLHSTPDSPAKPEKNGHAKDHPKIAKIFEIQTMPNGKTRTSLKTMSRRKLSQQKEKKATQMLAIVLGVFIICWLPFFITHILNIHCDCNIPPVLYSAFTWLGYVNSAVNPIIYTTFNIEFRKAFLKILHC
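Primary screen. Calcium kinetics in induced HEK293 T-REx D2 cells: compound pre-addition 180 s, EC20 dopamine, 180 s more.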
TRHR agonist = qHTS for Small Molecule Agonists and Allosteric Enhancers of Human TRH Receptor: Primary Screen for Agonists | Thyrotropin-releasing hormone receptor (Homo sapiens), P34981 | TRHR cells, calcium flux fluo-8, FDSS agonist mode | activation, % at 2 µM | 360,000 compounds, 0.18% hits; note: 0% is about no effect
Target sequence (P34981 whole entry, looked up): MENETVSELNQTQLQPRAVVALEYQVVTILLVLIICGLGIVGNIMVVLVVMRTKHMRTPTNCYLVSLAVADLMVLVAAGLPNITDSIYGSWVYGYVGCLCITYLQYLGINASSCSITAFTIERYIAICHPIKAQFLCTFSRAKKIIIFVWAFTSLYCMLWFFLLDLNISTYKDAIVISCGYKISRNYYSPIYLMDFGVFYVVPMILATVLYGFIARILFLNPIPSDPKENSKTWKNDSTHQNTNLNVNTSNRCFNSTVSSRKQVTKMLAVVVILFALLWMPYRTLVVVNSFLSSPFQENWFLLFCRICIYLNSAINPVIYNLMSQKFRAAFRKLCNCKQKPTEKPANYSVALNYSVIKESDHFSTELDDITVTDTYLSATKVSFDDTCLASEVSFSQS
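Fluo-8-loaded TRHR cells; 10 s baseline, compound added, kinetic Ca2+ fluorescence read 1/s, agonist mode.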
TRHR PAM = qHTS for Small Molecule Agonists and Allosteric Enhancers of Human TRH Receptor: Primary Screen for Enhancers; Thyrotropin-releasing hormone receptor (Homo sapiens), P34981; TRHR cells, fluo-8 calcium fluorescence, EC20 TRH enhancement; enhancement, % at 2 µM; 360,000 compounds, 0.66% hits; in the data active = enhancement above about 30%; note: 0% is about no effect
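Enhancer read-out: after compound pinning and an initial kinetic agonist-mode read, an EC20 of TRH (10 nM final) was injected and fluo-8 calcium signal (Ex 480/Em 530) followed at 1 s/cycle for 100 cycles in TRHR-expressing cells.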
D2 antag = HTS Assay for Allosteric Antagonists of the Human D2 Dopamine Receptor: Primary Screen for Antagonists; 340,000 compounds, 2% hits; HEK293 TREx D2 cells, calcium flux, dopamine EC80; inhibition, % at 10 µM; in the data active = inhibition above about 30%; note: 0% is about no effect
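Tetracycline-induced HEK293 T-REx cells expressing D2 force-coupled to calcium signalling were dye-loaded, exposed to compound for 180 s, then challenged with an EC80 of dopamine; calcium flux was followed kinetically for a further 180 s.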
D2 agonist = HTS Assay for Allosteric Agonists of the Human D2 Dopamine Receptor: Primary Screen for Agonists. D(2) dopamine receptor (Homo sapiens), P14416. 340,000 compounds, 0.53% hits. activation, % at 2 µM. HEK293 T-REx D2 cells, calcium flux agonist mode. AID 485358, 2010;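 active = activation over 3 SD above normal in the single-dose calcium agonist read, cut at about 30% in these data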; note: 0% is about no effect
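HEK293 Trex D2 cells, tetracycline-induced, o/n 30 C 5% CO2; no-wash Ca dye, RT 30–90 min; 10-cycle baseline, 23 nl cpd added, kinetic Ca read 180 s; agonist hits = positive Ca response.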
An asterisk follows results filed as active; . = no result given. Cut-off read from the data, not from the text of the source, unless noted: active = activation above about 30%; inactive = the rest.

The opening nine records, ahead of the listing:
1) CN1CCN(C(=O)CSc2nc(-c3cccs3)ccc2C#N)CC1
2) CCS(=O)(=O)c1ccc2c(c1)NC(=O)C(CCCl)O2 (stereo not drawn)
3) O=C(N/N=C/c1cccnc1)c1ccc(NC(=O)c2ccc(Cl)cc2)cc1
4) COc1cccc(CNC(=O)c2cnc3sc(N4CCCC4)nn3c2=O)c1OC
5) Cc1ccc(-n2c(=O)[nH]c3c(C(N)=O)nc(C(C)C)nc32)cc1
6) Cc1ccc(N2CCN(CC(O)COC3CCCCC3)CC2)cc1 (stereo not drawn)
7) Cc1cc(C)c(S(=O)(=O)Cc2ccc(Cl)cc2)c(=O)[nH]1
8) CCOCCCNCc1ccc(OCc2ccc(F)cc2)c(OC)c1
9) COC(=O)c1ccc(NS(=O)(=O)c2cc3c4c(c2)C(C)C(=O)N4CCC3)cc1 (stereo not drawn)

compound no.	1	2	3	4	5	6	7	8	9
D1 antagonist	-1	-7	-12	-14	-3	-9	11	-2	-4
D1 potentiator	20	-3	6	-5	-13	-3	0	-2	2
D1 agonist	2	5	3	0	1	3	4	9	1
RXFP1 antag	-1	7	-3	0	-11	-4	15	-19	-9
D2 PAM	37*	4	-11	9	-7	-26	-2	-6	-18
TRHR agonist	0.7	1.2	0.3	0.3	-0.9	-0.1	0.8	0.6	0.2
TRHR PAM	2	3	0	7	-3	-1	-3	-1	5
D2 antag	-5	-9	-18	.	2	63*	-7	2	4
D2 agonist	-0.9	-0.2	2.4	-0.8	-1.7	0.2	1.3	-0.1	0.5

This part in full, previewed entries included:
1) CN1CCN(C(=O)CSc2nc(-c3cccs3)ccc2C#N)CC1
2) CCS(=O)(=O)c1ccc2c(c1)NC(=O)C(CCCl)O2 (stereo not drawn)
3) O=C(N/N=C/c1cccnc1)c1ccc(NC(=O)c2ccc(Cl)cc2)cc1
4) COc1cccc(CNC(=O)c2cnc3sc(N4CCCC4)nn3c2=O)c1OC
5) Cc1ccc(-n2c(=O)[nH]c3c(C(N)=O)nc(C(C)C)nc32)cc1
6) Cc1ccc(N2CCN(CC(O)COC3CCCCC3)CC2)cc1 (stereo not drawn)
7) Cc1cc(C)c(S(=O)(=O)Cc2ccc(Cl)cc2)c(=O)[nH]1
8) CCOCCCNCc1ccc(OCc2ccc(F)cc2)c(OC)c1

compound no.	1	2	3	4	5	6	7	8
D1 antagonist	-1	-7	-12	-14	-3	-9	11	-2
D1 potentiator	20	-3	6	-5	-13	-3	0	-2
D1 agonist	2	5	3	0	1	3	4	9
RXFP1 antag	-1	7	-3	0	-11	-4	15	-19
D2 PAM	37*	4	-11	9	-7	-26	-2	-6
TRHR agonist	0.7	1.2	0.3	0.3	-0.9	-0.1	0.8	0.6
TRHR PAM	2	3	0	7	-3	-1	-3	-1
D2 antag	-5	-9	-18	.	2	63*	-7	2
D2 agonist	-0.9	-0.2	2.4	-0.8	-1.7	0.2	1.3	-0.1

9) COC(=O)c1ccc(NS(=O)(=O)c2cc3c4c(c2)C(C)C(=O)N4CCC3)cc1 (stereo not drawn)
10) CC1(C2CC2)NC(=O)N(CC(=O)Nc2ccc(Cl)c([N+](=O)[O-])c2)C1=O (stereo not drawn)
11) C=CCC1C=C(C)CC(CC=C)N1 (stereo not drawn)
12) CN(Cc1ccccc1)Cc1c(F)cccc1F
13) CC(=O)NCCC(=O)Nc1nc(-c2cccs2)c(-c2cccs2)s1
14) Fc1ccc(-c2csc3ncnc(Nc4ccc(N5CCOCC5)cc4)c23)cc1
15) COc1ccc(-n2nc(C(=O)NCC(=O)N3CCN(C)CC3)c3ccccc3c2=O)cc1OC
16) COc1ccc(NC(=O)CN(C)C(=O)C2CSC3(C)CCC(=O)N23)cc1 (stereo not drawn)

compound no.	9	10	11	12	13	14	15	16
D1 antagonist	-4	-5	28	5	-9	14	.	-8
D1 potentiator	2	4	-3	3	-8	0	-1	-4
D1 agonist	1	1	11	-1	1	-1	-2	0
RXFP1 antag	-9	-28	10	8	-24	-2	4	-3
D2 PAM	-18	4	.	8	-10	15	4	0
TRHR agonist	0.2	0.7	0.9	0.7	0.4	0.5	0.5	1.8
TRHR PAM	5	18	5	2	7	19	-1	-3
D2 antag	4	-9	.	-10	2	9	9	-10
D2 agonist	0.5	0.7	.	0.3	-0.9	0.1	-0.4	0.5

17) Cc1cccc(C)c1NC(=O)c1ccc([N+](=O)[O-])s1
18) Cc1nn2c(C)c(C(=O)Nc3ccccc3)cnc2c1-c1ccccc1
19) COc1ccc(CCNC(=O)CN2C(=O)NC(C)(c3ccc([N+](=O)[O-])cc3)C2=O)cc1 (stereo not drawn)
20) COCCCn1c(C)nnc1-c1cnn(-c2ccccc2)c1N
21) CCCc1nc(SCC(=O)Nc2nnc(SCC)s2)c2c(=O)n(C)c(=O)n(C)c2n1
22) CC1(c2ccccc2Cl)NC(=O)N(CC(=O)Nc2ccc(N3CCCCC3)cc2)C1=O (stereo not drawn)
23) CC1(C)CC(C(CCN(Cc2ccccc2)C(=O)c2ccco2)c2ccc(F)cc2)CCO1 (stereo not drawn)
24) CC1CCN(C(=O)C(C)c2ccc([N+](=O)[O-])cc2)CC1 (stereo not drawn)

compound no.	17	18	19	20	21	22	23	24
D1 antagonist	-10	5	5	1	11	5	-17	0
D1 potentiator	-1	2	-1	1	9	-3	-12	-4
D1 agonist	4	0	8	3	1	4	3	1
RXFP1 antag	-9	-30	-23	13	3	-5	-28	-33
D2 PAM	10	.	1	-8	-8	-8	9	-7
TRHR agonist	0.1	0.0	0.0	1.5	0.8	-0.3	-0.2	-0.5
TRHR PAM	2	-3	-6	-6	3	0	-14	-8
D2 antag	-10	.	6	-7	-6	35*	-24	12
D2 agonist	-0.7	.	0.5	-0.1	0.3	0.9	-0.2	3.5

25) O=S(=O)(NCc1ccccn1)c1cc(C(F)(F)F)ccc1Cl
26) CC1(C)Cc2c(c(N3CCOCC3)nc3snc(NC(=O)c4ccccc4)c23)CO1
27) COC(=O)c1ccc(COc2ccccc2/C=N/NS(=O)(=O)c2ccccc2)cc1
28) COc1cc([N+](=O)[O-])cc2cc(C(=O)NC(C)(C)C)c(=O)oc12
29) COC(=O)C(Cc1ccccc1)N1CCS(=O)(=O)CC1 (stereo not drawn)
30) Cn1c2cc(Br)sc2c2cnn(Cc3ccc(F)cc3)c(=O)c21
31) CCc1nc2ccc(Cc3ccc4nc(CC)[nH]c4c3)cc2[nH]1
32) Cc1ccc(NC(=O)CN2C(=O)NC(C)(C)C2=O)cc1S(=O)(=O)N1CCCCCC1

compound no.	25	26	27	28	29	30	31	32
D1 antagonist	-23	8	-51*	35	4	8	2	15
D1 potentiator	-2	-1	-8	2	1	-4	-5	5
D1 agonist	7	0	2	2	2	-1	2	0
RXFP1 antag	-3	-6	-4	-12	1	.	4	-1
D2 PAM	0	-7	-3	-3	-1	.	8	4
TRHR agonist	-0.1	0.1	-0.8	-0.2	0.7	0.1	0.7	0.3
TRHR PAM	3	14	-2	11	0	0	0	1
D2 antag	.	0	-12	2	-7	.	12	1
D2 agonist	.	-0.8	1.3	-0.7	0.4	.	-1.6	0.1

33) CC1CCc2c(sc(NC(=O)c3ccc(-c4ccccc4[N+](=O)[O-])o3)c2C#N)C1 (stereo not drawn)
34) O=C(NC1CCCC1)C1C2C=CC(C2)C1C(=O)N1CCOCC1 (stereo not drawn)
35) COc1cc2c(cc1OC)C(C(=O)NCc1ccco1)C1c3ccccc3CCN1C2=O (stereo not drawn)
36) CCOc1ccccc1N1CCN(C(=O)CN2C(=O)NC3(CCCC3)C2=O)CC1
37) COCCn1nnnc1C(c1ccccn1)N1CCN(c2cc(C)ccc2C)CC1 (stereo not drawn)
38) O=C(NCc1ccccc1F)C1CCN(Cc2cc3ccccc3n2Cc2cccc(Cl)c2)CC1
39) Cc1cc(C(=O)COC(=O)COc2ccccc2C#N)c(C)n1CC1CCCO1 (stereo not drawn)
40) O=C(O)c1ccccc1C(=O)Nc1ccc(Br)c(C(F)(F)F)c1

compound no.	33	34	35	36	37	38	39	40
D1 antagonist	3	0	1	-2	-7	23	-17	10
D1 potentiator	-8	-3	0	3	1	1	.	2
D1 agonist	1	6	1	4	1	2	26	4
RXFP1 antag	-12	-3	18	0	21	-7	8	4
D2 PAM	18	26	1	9	-11	12	-3	-4
TRHR agonist	-0.1	0.3	0.3	0.4	-1.4	0.7	-0.3	0.1
TRHR PAM	11	1	-5	7	6	5	5	0
D2 antag	-2	10	-16	11	10	.	19	-5
D2 agonist	-0.7	0.9	-0.6	1.2	1.2	-0.1	-0.1	-0.1

41) O=[N+]([O-])c1cccnc1N1CCC(c2cc(-c3cccc(C(F)(F)F)c3)n[nH]2)CC1
42) Cc1nn(C)c(Oc2ccc(Cl)cc2)c1C=O
43) COc1ccc(C(=O)Cn2nnc(-c3ccccc3-n3cnnn3)n2)cc1
44) CCC(C)c1ccc2oc(-c3ccc(NC(=O)c4ncn[nH]4)cc3)nc2c1 (stereo not drawn)
45) O=C(NC1CCCCCC1)c1ccc2c(c1)sc1nc(-c3ccccc3)cn12
46) O=C(c1ccc(NS(=O)(=O)c2cccc3cccnc23)cc1)N1CCCCC1
47) CCC1CCCCN1CCCNC(=O)c1ccc(CS(=O)(=O)c2ccccc2OC)o1 (stereo not drawn)
48) COC(=O)Cc1cc(=O)n2[nH]c(C)nc2n1
49) CCCCCc1nnc(NC(=O)C2CCCO2)s1 (stereo not drawn)
50) COC(=O)c1ccc(NC(=O)CN(C)S(=O)(=O)c2ccc3c(c2)CCCC(=O)N3)cc1

compound no.	41	42	43	44	45	46	47	48	49	50
D1 antagonist	-23	-11	-14	-10	-23	2	11	-2	0	-19
D1 potentiator	4	0	-1	7	0	-7	-16	-2	-2	-6
D1 agonist	1	2	3	-2	-1	3	0	1	3	7
RXFP1 antag	-3	-4	9	-2	5	0	13	-18	-14	.
D2 PAM	8	14	6	6	6	-1	3	-2	5	-4
TRHR agonist	-0.2	-0.3	-0.4	-1.9	0.1	0.0	0.0	-0.1	-0.2	-0.1
TRHR PAM	0	4	4	-5	-3	-4	-2	-9	-6	-2
D2 antag	-7	0	8	-9	.	-7	0	1	3	.
D2 agonist	-2.1	0.4	-0.7	-1.4	-1.1	-0.2	2.7	-0.8	-0.6	0.3

Compounds as they come; about 7.1% have a hit in one of these screens.
